# TROY NFkB inh – inhibitors of TROY-driven NF-kB signaling, primary screen, Q293 LMP1-TROYcd cells, NF-kB luciferase, uHTS; inhibition, % at 10 µM; 360,000 tested, 0.98% active; Q293 LMP1-TROYcd NF-kB luciferase reporter, 4 h; AID 1347056, 2019;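 active = compounds whose plate-normalised and pattern-corrected inhibition of the luciferase reporter signal at the single screening dose is 50% or more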
# CF NFkB inh – inhibitors of PAF-induced NF-kB signaling, primary screen, cell-based, GFP fluorescence, uHTS; KKLEB NF-kB-GFP reporter, GFP fluorescence overnight; inhibition, % at 5 µM; 360,000 tested, 0.86% active;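 active = at least 50% inhibition at 5 µM, scaled per plate between neutral and stimulator controls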;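 also: PAF is a Pseudomonas aeruginosa culture filtrate used as stimulus; plate controls were PAF-stimulated DMSO wells for no effect and unstimulated DMSO wells for full effect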
# TWEAK Fn14 block – inhibitors of TWEAK-Fn14 signaling, primary screen, luciferase reporter cells, uHTS. TWEAK-stimulated Fn14 reporter cells, luciferase luminescence, 8 h. inhibition, % at 10 µM. 360,000 tested, 2% active. AID 1159606, 2016; in the data active = inhibition above about 50%
# EBV LMP1 NFkB – EBV LMP1-driven NF-kappaB luciferase reporter inhibitors, primary screen, cell-based, luminescence, single point; LMP1-induced NF-kappaB luciferase reporter cells; inhibition, % at 12.5 µM; 350,000 tested, 0.69% active; in the data active = inhibition above about 41%;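 also: 0% = neutral control wells and 100% = reference inhibitor control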
# KKLEB cytotox – cytotoxicity in KKLEB CF airway cells, primary screen, cytotoxicity control for CF NF-kB inhibitor project, cell-based, uHTS, fluorescence assay plates | KKLEB CF airway cells viability, ATPlite luminescence, overnight; hits give low values; cells stimulated with P. aeruginosa culture filtrate | activity change (cytotoxicity), % at 5 µM | 360,000 tested, 0.36% active;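 active = corrected activity change at or below -50% at 5 µM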
# TRAIL sens C8 – viability loss with TRAIL in NB7+C8 cells, primary screen, TRAIL sensitizer project, cell-based, ATPlite luminescence; 360,000 tested, 1% active; inhibition (viability loss, TRAIL sensitization), % at 10 µM;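 active = compounds causing at least 50% loss of cell viability in the single-dose screen, relative to plate controls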
# NR2F2 inh – NR2F2 transcriptional activity inhibitors, primary screen, cell-based, luciferase reporter, HEK293T, luminescence. COUP transcription factor 2 (Homo sapiens), P24468. HEK293T NGFI-A luciferase reporter. inhibition, % at 8.6 µM. 370,000 tested, 0.7% active;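 active = inhibition above a per-plate cutoff, mean inhibition of test wells between control levels plus 3 SD, cut at about 38% in these data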;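 also: cells cotransfected with COUP-TFII expression vector driving the NGFI-A reporter; 0% = median of COUP-TF2 test wells and 100% = reporter-only cells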
# NR5A2 inv ag – LRH-1 (NR5A2) inverse agonists, primary screen, cell-based, luminescence, HEK293T, StAR-luciferase reporter; Nuclear receptor subfamily 5 group A member 2 (Homo sapiens), O00482; LRH-1 transfected, 24 h; inhibition, % at 3.6 µM; 360,000 tested, 0.13% active; AID 602396, 2012;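 active = inhibition above the mean inhibition of all tested compounds plus 3 SD, cut at about 73% in these data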;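 also: 0% = DMSO wells and 100% = reporter-only cells lacking LRH-1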
# SRC3 inh – SRC3 coactivator transcriptional activity inhibitors, primary screen, cell-based, luminescence; HEK293 GAL4-SRC3 luciferase reporter; Nuclear receptor coactivator 3 (Homo sapiens), Q9Y6Q9; 360,000 tested, 0.17% active; inhibition, % at 3.6 µM; AID 588352, 2011;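 active = inhibition above a per-campaign cutoff, the mean of all compounds plus 3 SD, cut at about 60% in these data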;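 also: 0% = DMSO-treated cells and 100% = gossypol-treated cells at 36 µM; higher means less SRC3-driven luciferase light from the GAL4 reporter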
# NCOA1 inh – SRC1 coactivator transcriptional activity inhibitors, primary screen, cell-based, luminescence; Nuclear receptor coactivator 1 (Homo sapiens), Q15788; HEK293 GAL4-SRC1 luciferase reporter; inhibition, % at 3.6 µM; 360,000 tested, 0.12% active; AID 588354, 2011;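 active = inhibition above the campaign mean plus 3 SD, with each screening campaign given its own cutoff, cut at about 60% in these data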;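 also: 0% = DMSO treated cells and 100% = gossypol at 36 µM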
# SRC2 inh – inhibition of GAL4-SRC2 driven luciferase reporter, primary screen, SRC2 inhibitor project, cell-based, luminescence. Nuclear receptor coactivator 2 (Homo sapiens), Q15596. HEK293 GAL4-SRC2 luciferase reporter. inhibition, % at 9 µM. 370,000 tested, 0.17% active;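 active = inhibition above the mean inhibition of all tested compounds plus 3 SD, set per campaign, cut at about 52% in these data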;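 also: 0% = DMSO treated cells and 100% = cells given Gossypol at 36 µM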
# Target sequence (Q15596 whole entry, looked up, the tested form may be a part): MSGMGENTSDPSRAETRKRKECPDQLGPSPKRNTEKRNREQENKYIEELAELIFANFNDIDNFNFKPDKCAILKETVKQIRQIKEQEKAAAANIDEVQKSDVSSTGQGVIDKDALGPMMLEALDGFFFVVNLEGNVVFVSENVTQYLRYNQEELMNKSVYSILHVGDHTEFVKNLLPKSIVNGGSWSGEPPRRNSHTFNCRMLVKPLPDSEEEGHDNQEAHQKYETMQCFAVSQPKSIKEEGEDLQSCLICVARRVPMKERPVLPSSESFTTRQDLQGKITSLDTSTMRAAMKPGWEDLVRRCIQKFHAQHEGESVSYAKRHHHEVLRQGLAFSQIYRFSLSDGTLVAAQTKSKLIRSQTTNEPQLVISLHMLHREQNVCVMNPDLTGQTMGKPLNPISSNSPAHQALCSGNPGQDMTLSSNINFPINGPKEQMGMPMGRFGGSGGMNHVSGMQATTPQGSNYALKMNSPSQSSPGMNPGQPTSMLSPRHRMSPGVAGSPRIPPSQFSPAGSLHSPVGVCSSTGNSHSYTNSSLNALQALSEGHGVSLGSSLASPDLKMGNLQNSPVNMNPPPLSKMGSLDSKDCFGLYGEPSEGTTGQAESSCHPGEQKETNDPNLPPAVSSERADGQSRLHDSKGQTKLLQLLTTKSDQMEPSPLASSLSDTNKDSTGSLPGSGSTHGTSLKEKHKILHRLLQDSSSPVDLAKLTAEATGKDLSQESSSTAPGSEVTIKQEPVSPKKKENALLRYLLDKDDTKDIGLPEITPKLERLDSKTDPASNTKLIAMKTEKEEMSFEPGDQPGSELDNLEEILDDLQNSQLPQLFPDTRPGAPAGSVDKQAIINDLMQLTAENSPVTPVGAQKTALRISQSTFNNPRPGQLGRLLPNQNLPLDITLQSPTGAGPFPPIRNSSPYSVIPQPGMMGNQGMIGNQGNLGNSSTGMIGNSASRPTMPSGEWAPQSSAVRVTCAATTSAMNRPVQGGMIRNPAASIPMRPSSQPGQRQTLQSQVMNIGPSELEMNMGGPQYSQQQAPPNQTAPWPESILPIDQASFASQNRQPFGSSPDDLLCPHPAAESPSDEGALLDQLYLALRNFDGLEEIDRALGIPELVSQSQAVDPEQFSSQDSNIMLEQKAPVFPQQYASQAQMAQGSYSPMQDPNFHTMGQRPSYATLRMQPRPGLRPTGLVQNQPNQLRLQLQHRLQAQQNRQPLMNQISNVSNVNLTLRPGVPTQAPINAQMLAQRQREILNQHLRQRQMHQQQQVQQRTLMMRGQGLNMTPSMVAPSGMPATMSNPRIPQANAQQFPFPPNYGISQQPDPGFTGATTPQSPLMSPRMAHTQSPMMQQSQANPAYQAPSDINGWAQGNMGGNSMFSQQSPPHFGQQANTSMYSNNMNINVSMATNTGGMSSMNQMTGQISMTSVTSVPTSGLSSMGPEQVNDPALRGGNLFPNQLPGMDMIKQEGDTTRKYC
# * marks the source's active call; other numbers are inactive results; . = no result given.
# Results follow in this order: EBV LMP1 NFkB, NCOA1 inh, TROY NFkB inh, TRAIL sens C8, NR5A2 inv ag, SRC2 inh, NR2F2 inh, TWEAK Fn14 block, SRC3 inh, KKLEB cytotox, CF NFkB inh
- COCCNC(=O)[C@H]1N2C(=O)c3c(ccc(OC)c3OC)C2SC1(C)C (some centres undefined)
  7, -6, 6, 15, 0, -12, 1, -1, -9, 1, -4
- COc1ccccc1CNC(=O)CN(C)S(=O)(=O)c1ccc2c(c1)c(=O)n(C)c(=O)n2C
  -12, 10, -2, 8, 21, -1, 2, 3, -17, 4, -4
- O=C(O)Cn1ccnc1[N+](=O)[O-]
  -1, -8, 2, -4, 2, -15, -2, -14, -14, 1, -37
- CN1C(=O)C2ON(c3ccccc3)C(c3cccs3)C2C1=O (centres undefined)
  -4, -5, 3, 17, -5, -8, -4, -2, 13, 7, -11
- CCC(=O)N1CCc2cc(Br)cc(S(=O)(=O)NCCCN(C)Cc3ccccc3)c21
  -5, 13, -19, 13, -1, -24, -2, 42, -3, -2, 3
- CCOc1cc(/C=N/n2nnnc2N)ccc1OCc1c(C)no[n+]1[O-]
  -2, 6, 4, 7, 44, 32, -7, -3, -9, 4, -11
- COc1ccc(C(=O)NCc2nnc(SCC(=O)Nc3ccccc3F)o2)cc1
  10, -2, -3, 2, -21, 8, 13, 5, -10, -1, -7
- COc1ccc(N2CCN(C(=O)c3ccc(CNS(=O)(=O)c4cc(C)ccc4C)cc3)CC2)cc1
  10, -6, 22, 14, 16, 6, 28, 1, -16, -25, 9
- O=C(CCOc1ccccc1)Nc1ccnn1C1CCN(Cc2ccc(F)cc2)CC1
  3, -19, -11, -2, 7, -2, 17, 17, -4, -1, -1
- O=C1CN(C(=O)c2cccc(Br)c2)c2ccccc2N1
  -10, -80, 24, 12, 6, -12, 1, 20, 9, -2, 11
- Cc1cc(-c2ccccc2)n(-c2ccc(C(N)=O)cc2)n1
  -4, -5, -1, 3, -25, 3, 0, -14, 13, 0, 7
- COCc1c(C(=O)Nc2nc(C)cs2)oc2ccccc12
  -10, -7, -39, -9, -6, -32, -13, 5, -15, 8, -17
- C=CC#CC1(O)CC(C)[N+](C)(C)CC1C (centres undefined)
  2, 18, 18, 0, 6, -4, 11, 19, 3, -18, 1
- CSC[C@H](NC(=O)COc1cc2c(c3oc(=O)cc(C)c13)CCC(C)(C)O2)C(=O)O
  0, 9, -26, -4, 10, -12, -1, 7, 10, 0, 4
- COc1cccc(NC(=O)c2nnn(Cc3ccc(Br)cc3F)c2N)c1
  -16, -21, -39, -17, -36, -17, -13, -13, -14, 6, 2
- Cc1ccc(Cc2c(-c3ccc(C#N)cc3)nc3c4ccccc4ccn23)cc1
  ., -14, -10, -16, -19, -7, -3, 2, -6, -14, -3
- Cc1ccc(C)c(CN2C(=O)COc3ccc(C(=O)c4ccccc4C(=O)O)cc32)c1
  -6, -5, 0, 4, 7, -16, 5, 0, 15, 7, 14
- COc1ccc(NC(=O)c2cc(C3CCCCN3S(=O)(=O)c3cccs3)on2)c(C)c1 (centres undefined)
  ., 19, 15, 1, -16, -14, 26, 8, 12, 4, 20
- CCN(CC(=O)NC1CCS(=O)(=O)C1)S(=O)(=O)c1ccc(Cl)c(C(F)(F)F)c1 (centres undefined)
  -8, -2, -4, 5, 0, 10, -15, -1, 15, -3, -5
- S=C(NCc1ccco1)N/N=C/c1cccnc1
  -2, -72, 0, -10, 12, 14, -25, 5, 17, -4, 11
- COC(=O)c1ccc(CN2CCN(CCC(C)C)C(CCO)C2)cc1 (centres undefined)
  -2, 0, 2, -2, -15, -24, 3, -10, 1, 5, 11
- CCn1c(C)c(C)c2cc(C(=O)NCCc3ccco3)ccc21
  -5, -4, 2, 1, 1, -9, -1, -14, -8, 11, 1
- Fc1ccccc1/C=N/n1c(-c2cccnc2)n[nH]c1=S
  4, -2, -9, 1, 19, -24, -2, -15, 5, 2, 6
- Cn1c(OCc2cccnc2)nc2c1c(=O)n(Cc1ccc(Br)cc1)c(=O)n2C
  16, 13, 36, 13, -2, 2, -1, 41, -6, 4, 13
- CN(CCNC(=O)C1CCN(S(=O)(=O)N2CCOCC2)CC1)CCc1ccccc1
  41*, 0, -13, -14, 6, -2, 7, -5, 11, 6, 11
- CC1CCCN(C(=O)CN(C)S(=O)(=O)c2cccc3nsnc23)C1 (centres undefined)
  -2, 11, -17, -10, 11, 7, -10, 2, -14, 0, 13
- CC(=O)c1ccc(NC(=S)N2CCN(c3ccccn3)CC2)cc1
  -1, 2, -13, -17, 1, -15, -9, 16, -1, -1, -19
- CN(CC1COc2ccccc2O1)C(=S)Nc1ccccc1 (centres undefined)
  -8, -40, 0, -6, -11, -8, -2, -30, 22, 6, 2
- O=C(CCNS(=O)(=O)c1ccc(Cl)cc1)NCCc1ccccc1
  4, 0, -7, -2, 3, 3, -6, 20, 0, -8, -3
- COc1ccc(OC)c(NC(=O)CSc2nnnn2C)c1
  -2, 3, -4, 4, -11, -16, 16, -5, 13, -10, 11

# Nothing new here: 3 of the compounds above.
# Results follow in this order: EBV LMP1 NFkB, NCOA1 inh, TROY NFkB inh, TRAIL sens C8, NR5A2 inv ag, SRC2 inh, NR2F2 inh, TWEAK Fn14 block, SRC3 inh, KKLEB cytotox, CF NFkB inh
- Cc1ccc(Cc2c(-c3ccc(C#N)cc3)nc3c4ccccc4ccn23)cc1
  ., -14, -10, -16, -19, -7, -3, 2, -6, -14, -3
- Cc1ccc(C)c(CN2C(=O)COc3ccc(C(=O)c4ccccc4C(=O)O)cc32)c1
  -6, -5, 0, 4, 7, -16, 5, 0, 15, 7, 14
- COc1ccc(NC(=O)c2cc(C3CCCCN3S(=O)(=O)c3cccs3)on2)c(C)c1 (centres undefined)
  ., 19, 15, 1, -16, -14, 26, 8, 12, 4, 20

# (more compounds)
# Results follow in this order: EBV LMP1 NFkB, NCOA1 inh, TROY NFkB inh, TRAIL sens C8, NR5A2 inv ag, SRC2 inh, NR2F2 inh, TWEAK Fn14 block, SRC3 inh, KKLEB cytotox, CF NFkB inh
- COC(=O)c1cc2c(ccc3ccccc32)oc1=O
  15, 16, -34, -20, 5, -8, 9, -22, 15, 6, -31
- O=C(CCC(=O)N(CC(=O)NC1CCCC1)Cc1ccccc1Cl)Nc1nccs1
  10, -3, 3, 10, 5, -1, 4, -13, -20, 10, 4
- COc1ccc(CCN2CCCn3c2nc2c3c(=O)[nH]c(=O)n2C)cc1OC
  -8, 6, 7, 23, -2, 6, -4, 14, -4, -1, 12
- Cc1ccc(O)c(Cc2cc(C)cc(Cc3cc(C)ccc3O)c2O)c1
  9, 3, 18, 2, -19, -6, 9, 24, -1, 6, 21
- CCOc1nc(NC(=O)NS(=O)(=O)Oc2cccc(Cl)c2)nc(-c2ccccc2)n1
  -2, -8, 8, -8, 2, -16, -2, 28, -12, 0, 3
- CCC(C(=O)Nc1cc(OC)c(NC(=O)c2ccccc2)cc1OC)c1ccccc1 (centres undefined)
  1, 5, -15, -6, -2, -12, -12, 4, -24, -11, 10
- NS(=O)(=O)c1ccc(CCNC(=O)CN2C(=O)c3ccccc3S2(=O)=O)cc1
  -1, 8, -27, -10, -28, 2, 0, 0, 7, 6, 4
- CCOC(=O)c1c(C)[nH]c(C)c1C(=O)COC(=O)CCc1ccccc1
  -10, -41, 3, -1, -15, 13, 8, 4, 7, 11, -4
- O=C(C[n+]1cc(-c2ccccc2)n2c1CCCCC2)c1ccc(Cl)cc1
  -4, -11, -21, 10, -11, -13, -1, -7, 0, -6, 3
- COc1ccccc1NC(=O)c1ccc(CN(c2cc(Cl)ccc2C)S(=O)(=O)c2ccccc2)cc1
  -3, -12, 2, -5, -1, -6, 3, -16, 5, -18, 37
- Nn1c(SC/C=C/c2ccccc2)nnc1-c1ccco1
  -1, 8, -11, -4, 11, -8, -17, 26, 20, 7, -2
- CCOC(=O)Cc1csc(NC(=O)CSc2ncnc3c2cnn3-c2ccccc2Cl)n1
  12, 4, 37, -11, 0, 4, 27, 34, 0, 0, -11
- COC(=O)c1cccc(Cn2nnc3ccccc3c2=O)c1
  10, -23, 2, -9, -16, -13, 4, 10, -7, -4, 12
- CCOC(=O)c1c(-c2ccccc2)csc1NC(=S)NC
  3, -12, 11, -3, 17, 8, 7, 0, -4, -10, -2
- O=S(=O)(c1ccc(NC(=S)NCc2ccco2)cc1)N1CCCCC1
  2, -2, 1, -8, -11, 34, 4, 26, 6, -2, 7
- COc1cccc(C(=O)Nc2cc(S(=O)(=O)N3CCOCC3)ccc2N2CCOCC2)c1
  0, -12, -17, -7, 1, -2, -20, -25, -5, -1, 13
- COc1ccc(CCNC(=O)CNC(=O)N2CC(=O)Nc3ccccc32)cc1
  4, -6, -21, -14, 11, -13, 2, -6, 14, 0, -11
- CC(Oc1ccc(F)cc1)C(=O)Nc1cc(S(=O)(=O)N2CCOCC2)ccc1N1CCCC1 (centres undefined)
  -10, -22, -14, -4, -2, 8, 9, 13, -2, 4, 2
- O=C(Cc1cccc2ccccc12)NNC(=O)c1ccc(Br)o1
  -3, 3, 3, 2, -7, 13, 9, 1, -3, 4, -10
- Cc1ccc(NC(=O)NCC2CCN(Cc3cccc(Cl)c3)CC2)cc1Cl
  6, -1, 26, -8, 9, -7, 18, -7, 22, -17, 17

# Entries of single compounds from above. Screens in order: EBV LMP1 NFkB	NCOA1 inh	TROY NFkB inh	TRAIL sens C8	NR5A2 inv ag	SRC2 inh	NR2F2 inh	TWEAK Fn14 block	SRC3 inh	KKLEB cytotox	CF NFkB inh
# Listed for `CCC(C(=O)Nc1cc(OC)c(NC(=O)c2ccccc2)cc1OC)c1ccccc1` (centres undefined) : 1	5	-15	-6	-2	-12	-12	4	-24	-11	10
# Listed for `COc1ccc(NC(=O)c2cc(C3CCCCN3S(=O)(=O)c3cccs3)on2)c(C)c1` (centres undefined) : .	19	15	1	-16	-14	26	8	12	4	20
# Listed for `Cc1ccc(O)c(Cc2cc(C)cc(Cc3cc(C)ccc3O)c2O)c1` : 9	3	18	2	-19	-6	9	24	-1	6	21
# Listed for `O=C(O)Cn1ccnc1[N+](=O)[O-]` : -1	-8	2	-4	2	-15	-2	-14	-14	1	-37
# Listed for `S=C(NCc1ccco1)N/N=C/c1cccnc1` : -2	-72	0	-10	12	14	-25	5	17	-4	11
